# Screening results (PubChem)
# ELG1 DNA repair: inhibitors of ELG1-dependent DNA repair in HEK293T cells; HEK293T ELG1-luciferase reporter, luminescence, 16 h; DNA damage induced by 5-fluorouridine; Potency, µM (top dose mostly 46.1 µM), for the others: top-dose activity change, negative = inhibition, hits mostly inhibitors; 2.3% of 330,000 active; also: potency is read from the fitted curve at half-maximal effect; % is scaled to controls: 0 for no effect and ±100 for the full control effect; nearly all actives have a fitted effect of over 55% in size
#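 Overnight (16 hr) co-exposure of 2,000 cells/well to 5-fluorouridine and compound at 37 °C preceded detection. Luciferase was quantified via ONE-Glo luminescence; loss of signal denotes inhibition.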
# TSHR antag: antagonists of human thyroid stimulating hormone receptor. P16473. TSHR-expressing cells, TSH-stimulated cAMP HTRF, 2 h; hits give low values. activity change, negative = inhibition, % at 11.5 µM. 0.2% of 330,000 active. AID 504810;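 active = activity change below a set negative limit, meaning inhibition stronger than a set level, cut at about -70% in these data; inconclusive = activity change between two set negative limits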; also: % is scaled to controls: 0 for no effect and ±100 for the full control effect
#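 TSHR-expressing cells were treated with compounds, then stimulated with TSH at EC80 (4nM final) for 2 hours at 37 deg C. Cellular cAMP was measured by HTRF competition between lysate cAMP and cAMP-d2 for a cryptate-labelled anti-cAMP antibody.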
# AT treatment: potential ataxia-telangiectasia treatments restoring KAP-1 phosphorylation. […] A-T fibroblasts, KAP-1 phosphorylation AlphaLISA; neocarzinostatin DNA damage 30 min before lysis. Potency, µM (top dose mostly 57.5 µM), inactives show at the top dose activation, most hits filed as activators. 0.19% of 320,000 active. AID 485349; also: potency is read from the fitted curve at half-maximal effect; % of control where 0% means no effect; nearly all actives have a fitted effect of over 45% in size
#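 hTERT-immortalized A-T patient fibroblasts ([…]), 500 cells/well in OPTI-MEM, 1% FBS, got compounds for 60 min, then NCS for 30 min at 37C. Lysates were then assayed for phospho-KAP-1 by AlphaLISA (anti-pKAP1 donor, anti-KAP1 acceptor beads), 6 hr at 25C.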
# KCNH2 3.1 inh: inhibitors of human KCNH2 3.1 potassium channel isoform | U2OS KCNH2 3.1, thallium flux FluxOr; hits give low values | activity change, % (tested at about 1.8 µM) | 0.95% of 340,000 active | AID 720553;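 active = maximum activity change below -70%; inconclusive = maximum activity change from -70% to -50%; inactive = maximum activity change above -50%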;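 also: thallium influx rate constant from kinetic fluorescence after stimulation buffer; % is scaled to controls: 0 for no effect and ±100 for the full control effect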
#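 Normalized rate constant (relative to positive and negative DMSO controls) derived from a 2 min kinetic fluorescence read after stimulation; U2OS cells expressing the 3.1 isoform via virus at 1.77 x 10^8 /mL.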
# Eya2 inh: inhibitors of human Eya2 phosphatase activity | Potency, µM (doses to about 76.9 µM), for the others: top-dose activity, negative = inhibition, hits mostly inhibitors | 0.006% of 330,000 active | AID 488837 | O00167 | recombinant Eya2, OMFP fluorescence dephosphorylation (OMFP is methylfluorescein phosphate); also: potency is read from the fitted curve at half-maximal effect; % is scaled to controls: 0 for no effect and ±100 for the full control effect
# Target sequence (O00167 whole entry, looked up): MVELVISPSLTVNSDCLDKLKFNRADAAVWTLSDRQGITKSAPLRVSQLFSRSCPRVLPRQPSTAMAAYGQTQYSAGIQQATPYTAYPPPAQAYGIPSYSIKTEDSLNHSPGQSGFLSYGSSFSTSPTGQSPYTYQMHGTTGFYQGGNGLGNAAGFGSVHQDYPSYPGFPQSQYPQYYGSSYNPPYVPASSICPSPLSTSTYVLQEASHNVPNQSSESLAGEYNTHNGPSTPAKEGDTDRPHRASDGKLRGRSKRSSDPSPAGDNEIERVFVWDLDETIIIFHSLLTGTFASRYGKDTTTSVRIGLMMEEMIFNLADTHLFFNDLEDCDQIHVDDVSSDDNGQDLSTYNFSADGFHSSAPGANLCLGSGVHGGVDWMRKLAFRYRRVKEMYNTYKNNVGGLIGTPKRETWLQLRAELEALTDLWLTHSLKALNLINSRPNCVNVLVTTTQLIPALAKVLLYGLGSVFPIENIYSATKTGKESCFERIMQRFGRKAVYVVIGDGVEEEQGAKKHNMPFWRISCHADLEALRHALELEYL
#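 Eya2 protein (added as 0.2 uM solution) was preincubated with compound for 10 min at ambient temperature in 50 mM HEPES pH 7.5, 50 mM NaCl, 5 uM MgCl2, 0.05% BSA, 1 mM DTT. OMFP (added at 50 uM) then reacted 10 min; fluorescence read at 485/525 nm.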
# KCNH2 WT inh: KCNH2 (human, wildtype) channel inhibition. U2OS, BacMam KCNH2, thallium flux FluxOr; hits give low values. activity change, % at 1.84 µM. 0.37% of 340,000 active;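 active = maximum activity change below -70%; inconclusive = maximum activity change between -70% and -50%; inactive = maximum activity change above -50%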; also: % is scaled to controls: 0 for no effect and ±100 for the full control effect
#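 U2OS cells transduced with wild-type KCNH2 virus are loaded with FluxOr dye for 45 min, and thallium flux is measured in kinetic reads before and after stimulation buffer. Rate constants are normalized to DMSO controls.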
# TCR activator: activators of T cell receptors; Potency, µM (titrated, usually from 9.22 µM), without a hit: at the highest dose activation of IL-2 secretion, most hits filed as activators; primary human leukocytes, anti-CD3, IL-2 HTRF, 48 h; 330,000 tested, under 10 active; AID 504894; also: % of control where 0% means no effect
#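 1) Mix primary human leukocytes, a-CD3 beads and compound. 2) Incubate 48 hr. 3) Add HTRF IL-2 reagents (a-IL-2-K, a-IL-2-d2).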
# USP2a block: inhibitors of human ubiquitin-specific protease USP2a; O75604; USP2 core, Ub-CHOP2 coupled fluorogenic reporter, 485/531; Potency, µM (titrated, usually from 38.3 µM), for the others: top-dose activity change, negative = inhibition, most hits filed as inhibitors; 0.01% of 330,000 active;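 also: potency is read from the fitted curve at half-maximal effect; plate controls were DMSO wells for no effect and full inhibition by NEM control for full effect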
#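 Deubiquitinase activity read as fluorescence (485/531 nm) after Ub-CHOP2 cleavage activates the enterokinase reporter on its substrate; USP2 core 10nM, Ub-CHOP2 and substrate 25nM each, 30min compound preincubation then 60min RT; data normalized to NEM, curves fitted.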
# TRPV1 ag: activates the human vanilloid receptor TRPV1; TRPV1-expressing cells, Fluo-8 calcium influx, agonist mode; activation, % at 8.33 µM; 0.19% of 320,000 active; AID 540275; in the data active = activation above about 80%; inconclusive = between about 30% and that limit; also: 0% is about no effect
#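 Fluo-8 calcium influx in TRPV1-expressing cells, kinetic read (ex 480/em 520 nm). Compound added and read 3 min for agonist activity, followed by capsaicin at EC20 final and 2 min further read for enhancement.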
# Mito fusion act: inhibitors of mitochondrial division or activators of mitochondrial fusion. AID 485298. S. cerevisiae fusion-defective mutant growth rescue, CellTiterGlo 48 h. Potency, µM (top dose mostly 46.1 µM), without a hit: at the highest dose growth rescue (activation), usual class: activators. 0.23% of 320,000 active;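 also: potency is read from the fitted curve at half-maximal effect; % of control where 0% means no effect; nearly all actives have a fitted effect of over 45% in size; temperature-sensitive fusion mutants such as fzo1-1 at 37 °C on non-fermentable ethanol glycerol medium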
#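 Growth-rescue viability read-out: after 48 h at the non-permissive 37C in glycerol/ethanol YPEG, yeast mitochondrial fusion mutants are measured by CellTiterGlo luminescence; compounds (23 nl pinned per well) restoring growth score as division inhibitors or fusion activators.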
# * = called active by the depositor; ? = inconclusive; nt = not tested or not shown; [ ] = dose if it differs, or a comment. Unless noted, calls follow the shape of the dose curve; as a rule, active = well fitted curve in the direction sought with a large enough effect; inconclusive = small, poorly fitted or top-dose-only effect, or another doubt; inactive = no such curve, though single readings can be large; an effect the other way counts as inactive or inconclusive. Only part of the results is shown, so the mix of outcomes need not match the whole.
SMILES,ELG1 DNA repair,TSHR antag,AT treatment,KCNH2 3.1 inh,Eya2 inh,KCNH2 WT inh,TCR activator,USP2a block,TRPV1 ag,Mito fusion act
CC(C)c1ccc(NC2CCCN(C(=O)c3cccs3)C2)cc1 (stereo not drawn),0%,-5,5%,-6,6%,11,0%,-3%,-2,29%
CCOC(=O)CNS(=O)(=O)c1c(C)noc1C,8%,-1,-7%,0,12%,2,4%,0%,-3,-1%
COC(=O)c1oc2ccc(Cl)cc2c1NC(C)=O,-4%,0,4%,-6,10%,-11,-13%,-8%,1,-1%
Cc1cccc(CN2CCc3c([nH]c4ccccc34)C2)c1,-22%,5,-17%,-19,4%,5,-6%,0%,13,8%
O=C(CN1CCCCCC1)N1c2ccccc2Sc2ccccc21,-7%,3,5%,3,-4%,0,0%,-1%,2,-14%
COc1ccc(C(=O)NCCSc2ccccc2)cc1OC,?,-2,5%,2,-6%,-6,2%,2%,3,-3%
Cc1cc(C)cc(OCC(=O)N2N=C(C(F)(F)F)CC2(O)C(C)(C)C)c1 (stereo not drawn),?,2,4%,-4,-20%,-4,6%[46.1 µM],2%,3,0%
CCC(CC)CN1C(Nc2ccccc2)=NC[C@@H]1CC(C)C,-6%,5,4%,?,9%,30,8%,2%,2,-3%
NC(=O)c1c(NC(=S)Nc2ccccc2)sc2c1CCCC2,?,-9,-2%,32,-3%,-7,11%,-2%,21,7%
O=C(Nc1nncs1)Oc1ccccc1,1%,38,6%,0,-23%,10,-1%,-1%,3,5%
CC(=O)Nc1ccc(NC(=O)C(C)Sc2nc3ccccc3c(=O)n2CC2CCCO2)cc1 (stereo not drawn),-9%,0,6%,-8,-5%,-6,6%,3%,27,-5%
Clc1ccc2scc(CN3CCCCC3)c2c1,-1%,-5,-3%,4,-1%,-14,6%[46.1 µM],3%,-2,-1%

# Some of the entries above in another layout.
# The line under a structure holds: ELG1 DNA repair | TSHR antag | AT treatment | KCNH2 3.1 inh | Eya2 inh | KCNH2 WT inh | TCR activator | USP2a block | TRPV1 ag | Mito fusion act
- CCC(CC)CN1C(Nc2ccccc2)=NC[C@@H]1CC(C)C
    -6% | 5 | 4% | ? | 9% | 30 | 8% | 2% | 2 | -3%
- NC(=O)c1c(NC(=S)Nc2ccccc2)sc2c1CCCC2
    ? | -9 | -2% | 32 | -3% | -7 | 11% | -2% | 21 | 7%
- Cc1cccc(CN2CCc3c([nH]c4ccccc34)C2)c1
    -22% | 5 | -17% | -19 | 4% | 5 | -6% | 0% | 13 | 8%
- CCOC(=O)CNS(=O)(=O)c1c(C)noc1C
    8% | -1 | -7% | 0 | 12% | 2 | 4% | 0% | -3 | -1%
- Clc1ccc2scc(CN3CCCCC3)c2c1
    -1% | -5 | -3% | 4 | -1% | -14 | 6%[46.1 µM] | 3% | -2 | -1%
- Cc1cc(C)cc(OCC(=O)N2N=C(C(F)(F)F)CC2(O)C(C)(C)C)c1 (stereo not drawn)
    ? | 2 | 4% | -4 | -20% | -4 | 6%[46.1 µM] | 2% | 3 | 0%
- CC(=O)Nc1ccc(NC(=O)C(C)Sc2nc3ccccc3c(=O)n2CC2CCCO2)cc1 (stereo not drawn)
    -9% | 0 | 6% | -8 | -5% | -6 | 6% | 3% | 27 | -5%

# Next part:
SMILES,ELG1 DNA repair,TSHR antag,AT treatment,KCNH2 3.1 inh,Eya2 inh,KCNH2 WT inh,TCR activator,USP2a block,TRPV1 ag,Mito fusion act
CC(O)C1C(=O)OC2(C)CC(C)(C)NC(=S)N12 (stereo not drawn),-7%,0,0%,14,-9%,-1,3%[46.1 µM],3%,-5,0%
CCCCCn1c(=O)[nH]c2cc(C(=O)O)ccc2c1=O,8%,4,-1%,-6,-17%,-4,1%,-2%,1,13%
CN1C(=O)CC(N2CCC(C(N)=O)(N3CCCCC3)CC2)C1=O (stereo not drawn),-4%,-2,4%,12,14%,-8,-6%,-1%,1,-2%
CCN1CCN(c2ccc(NC(=O)c3cc(S(=O)(=O)N4CCCC4)ccc3Cl)cc2)CC1,25%,-20,6%,-2,11%,16,-1%,0%,1,1%
Cc1ccc2c(CC(=O)N3CCc4ccccc43)coc2c1,?,-10,12%,-9,22%,0,2%,1%,18,6%
COc1ccc(CCNC(=O)COC(=O)C23CC4CC(CC(Br)(C4)C2)C3)cc1,-16%,-40,2%,-18,-12%,-88*,2%[46.1 µM],3%,26,8%
O=C(CCn1c(=O)oc2ccccc21)N1CCN(c2ccc(F)cc2)CC1,1%,7,4%,0,18%,12,-1%,2%,6,-1%
COc1ccccc1N(CC(=O)NCC1CCCO1)C(=O)CCC(=O)Nc1cc(C)on1 (stereo not drawn),11%,-2,-3%,7,19%,-2,-7%,4%,1,-3%
CCn1c(-c2c[nH]c3ccccc23)n[nH]c1=S,?,5,0%,3,6%,23,-1%,-4%,3,2%
Cc1ccc(S(=O)(=O)N(C)CC(=O)Nc2cccc3c2CCCC3)cc1,-10%,-3,13%,-6,-6%,-2,-1%,0%,?,8%
Cc1cc(C)c(C(=O)N2CCCC(Nc3ccc(C)c(C)c3)C2)o1 (stereo not drawn),1%,16,-3%,-10,3%,-4,8%,2%,97*,27%
COc1cc(N=Cc2c(O)c3ccccc3oc2=O)c(OC)cc1Cl,?,8,-7%,-13,4%,-3,-1%,2%,4,2%
CCOC(=O)c1ccc(-c2nnc(-c3ccc(Cl)cc3Cl)o2)cc1,?,-8,0%,14,-25%,-7,2%,0%,2,6%
Oc1cccc(C2c3[nH]c4ccccc4c3CCN2Cc2ccc3c(c2)CCO3)c1 (stereo not drawn),?,-7,-5%,-27,-6%,1,1%,-1%,2,2%
COc1cccc(N2CCN(C(=O)CN3C(=O)NC(C)(c4ccc5ccccc5c4)C3=O)CC2)c1 (stereo not drawn),?,nt,0%,-35,-3%,1,1%,-7%,1,-12%
CC(C)CCCN1CCN=C1N(C)C,7%,0,2%,6,10%,10,4%,2%,3,3%
CC(=O)c1cccc(NC(=S)NCCCCc2ccccc2)c1,-16%,2,4%,9,0%,4,-4%[46.1 µM],-1%,?,-3%
CC1CCCCC1NC(=O)C1CC(=O)N(Cc2ccccc2)C1 (stereo not drawn),0%,1,-2%,15,5%,7,1%,2%,-1,-1%
Fc1ccc(N2CCN(c3cnc4ccccc4n3)CC2)cc1,?,-6,11%,-17,-9%,25,-4%,1%,9,2%
CCn1c(CC(=O)Nc2cccc(Cl)c2Cl)nnc1SCCOc1ccc(OC)cc1,?,1,nt,-10,9%,-27,2%,-1%,-2,1%
O=C(CN1CC(c2ccccc2)CC1=O)OCc1ccccc1F (stereo not drawn),?,8,5%,16,3%,19,-3%,2%,-4,-1%
Cc1cccc(C(=O)OCC(=O)Nc2c(C)n(C)n(-c3ccccc3)c2=O)c1,10%,11,10%,-24,23%,17,-4%,3%,1,-4%
COc1ccccc1N1CCC(N2CCN(CC(C)(C)C)C(CCO)C2)CC1 (stereo not drawn),-9%,9,-2%,-7,3%,-20,-7%,0%,-5,-2%
Cc1ccc(N(CCO)C(=S)Nc2ccccc2)cc1,2%,-1,0%,-6,2%,1,4%,3%,-7,-6%
CCN(Cc1ccccc1)C(=O)Cc1ccc(OC)c(S(=O)(=O)N2CCOCC2)c1,-2%,0,2%,-5,-19%,-1,1%,0%,-3,-1%
CC(C)(O)CC[C@@H](O)[C@](C)(O)[C@H]1CC[C@@]2(O)C3=CC(=O)[C@@H]4C[C@@H](O)[C@@H](O)C[C@]4(C)C3CC[C@]12C (stereo partly drawn),8%,-4,-7%,14,-12%,4,-1%,-4%,-1,4%
CCn1c(SCC(=O)NNC(=O)c2ccccc2)nnc1-c1ccco1,-12%,4,-4%,-6,-5%,-14,-2%,5%,-3,-1%
Fc1ccccc1/C=N/Nc1ncnc2nc[nH]c12,?,7,-1%,4,-3%,-4,3%,-2%,8,-3%
COC(=O)CC1NCCc2cc(OC)c(OC)cc21 (stereo not drawn),5%,8,17%,-11,14%,5,9%,-1%,4,-5%
CCN(CC)S(=O)(=O)c1ccc(NC(=O)COC(=O)c2ccc(Br)o2)cc1,-1%,-5,-1%,3,13%,-5,11%,1%,6,4%
CC1CCN(S(=O)(=O)c2ccc3[nH]cc(C(=O)NCCN4CCOCC4)c(=O)c3c2)CC1,1%,11,-1%,-10,-5%,-7,9%,0%,-3,-4%
